S3 lipid droplet – qHTS Assay for Lipid Storage Modulators in Drosophila S3 Cells; lipid storage change, negative = inhibition, % at the top dose, mostly 46.1 µM; hits show Potency in µM; actives 0.64% (n = 320,000); Drosophila S3 cells, BODIPY lipid droplet fluorescence, 18-24 h; cells fed with added oleic acid; active = well fitted inhibition curve with a large enough effect in the signal ratio, with a control signal flat, not every such curve was filed as active; inconclusive = small, poorly fitted or top-dose-only effect, or effect the other way, or a change in a side signal; the % refers to the signal ratio
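Drosophila S3 cells got compounds at several concentrations plus oleic acid (400 uM solution). Laser-scanning cytometry with 488 nm excitation read lipid droplets at 500-530 nm and cells at 575-640 nm. Percent activity was relative to 20 uM Triacsin C.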
S3 lipid droplet cell count max – recorded beside S3 lipid droplet, whose call it bears; cell number change, %; measured here: cell count max response;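 cells counted by Cell Tracker Red CMTPX staining in the red channel; peak over a dose series mostly up to 46.1 µM; percent activity relative to internal control wells on each plate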
* hit, by the source's call; i = inactive; ? = inconclusive; . = not tested or not shown; [ ] = another dose, or the depositor's remark. % is set by controls: 0 for no effect and ±100 for the full control effect; potency is the fitted concentration of half-maximal effect. A portion of the library (hit frequency here may not be typical).

SMILES | S3 lipid droplet | S3 lipid droplet cell count max
CCOC(=O)N1CCN(CC(O)COc2cc(C)cc(C)c2)CC1 (centres undefined) | ? | .
COc1cccc(NC(=S)NCCc2ccccn2)c1 | ? | .
Cc1ccc(NC(=Nc2ccc(Br)cc2)N2CCOCC2)cc1C | ? | .
CCC1COCCS(=O)(=O)N1Cc1ccccc1 (centres undefined) | 23.7% | 15.3
O=C(NCc1ccccc1C(F)(F)F)C1CC(c2ccccc2C(F)(F)F)=NO1 (centres undefined) | ? | .
CCN(CC)CCCNC(=O)CCn1nc(-c2ccccc2)ccc1=O | ? | .
CCc1ccccc1NC(=S)N1CCC(C(=O)c2ccc(F)cc2)CC1 | ? | .
CC(NC(=O)c1cc(-c2ccccc2)on1)c1ccccc1 (centres undefined) | i | .
COc1ccc(/C=C(\NC(=O)c2ccccc2)C(=O)N/N=C/c2cccnc2)cc1 | 11.4% | 0.2
Cc1ccc(C)c(NC(=S)N2CCN(S(=O)(=O)c3ccccc3)CC2)c1 | ? | .
CC1CCN(c2nc(-c3ccc(F)cc3)cc(C(F)(F)F)n2)CC1 | -10.2% | 2.9
CCN1C(=O)c2cccc3c(NS(=O)(=O)c4ccc(NC(C)=O)cc4)ccc1c23 | ? | .
CCOc1ccc2nc(SCc3ccccc3C#N)sc2c1 | 2.9% | -14.4
COc1cc(/C=C/C(=O)Nc2ccc3nc4n(c(=O)c3c2)CCCC4)cc(OC)c1OC | 0.1% | -7.6
COCCNc1nc(-c2cc(C)c(C)cc2C)cs1 | ? | .
CCOC(=O)c1ccc(-n2c(CCC(=O)O)ccc2-c2ccccc2)cc1 | ? | .
Cc1ccc(N(C(=O)c2cccs2)C2C=CS(=O)(=O)C2)cc1 (centres undefined) | -0.6% | 0.9
CC(=C\C(=O)O)/C(=C\c1cccc2ccccc12)C(=O)O | -1.6% | 13.1
CCOc1ccccc1C(=O)N/N=C/c1ccoc1 | 2.6% | 13.6
COc1ccc(N(CC(=O)Nc2cc(Cl)ccc2OC)S(=O)(=O)c2c(C)noc2C)cc1 | ? | .
CCCCCC(=O)Nc1nnc(CCc2ccccc2)s1 | ? | .
Cc1c(C(=O)N(CC(C)C)c2c(N)n(Cc3ccccc3)c(=O)[nH]c2=O)sc2nc3n(c(=O)c12)CCC3 | -3.1% | 0.3
CNc1ccccc1C(C)(C)c1cc(-c2cccc([N+](=O)[O-])c2)no1 | ? | .
CCOC(=O)Nc1ccc(S(=O)(=O)Nc2nccc(C)n2)cc1 | ? | .
S=c1[nH]cnc2sc(-c3ccccc3)cc12 | ? | .
(next part)
SMILES | S3 lipid droplet | S3 lipid droplet cell count max
C[C@@H]1O[C@@H](O[C@H]2[C@H](Oc3cc(O)c4c(c3)O[C@H](c3ccc(O)cc3)CC4=O)O[C@H](CO)[C@@H](O)[C@@H]2O)[C@H](O)[C@H](O)[C@H]1O | ? | .
CC1(C)CC(=O)C=C(Nc2cccc(O)c2)C1 | ? | .
COc1ccc(Cl)cc1NC(=O)C/C(C)=N/NC(=O)CCc1ccccc1 | ? | .
COc1c(C(C)C)cc(NC(C)=O)cc1C(C)C | i | .
Cn1ccs/c1=N\C(=O)Nc1ccccc1 | 13.4% | 6.3
Cc1nc2sccn2c(=O)c1S(=O)(=O)NC(C)c1ccccc1 (centres undefined) | 4.2% | 13.3
CN(C)Cc1ccccc1Cc1ccccc1 | -11.1% | -6.2
N#Cc1c(-c2ccccc2Cl)c2c([nH]c1=O)-c1ccccc1OC2 | ? | .
Cc1ccc(-c2[nH]ncc2C(=O)c2ccc(Br)cc2)c(O)c1 | ? | .
CC(C)NC(=O)C1CCN(Cc2cnn(-c3ccccc3)c2-n2cccc2)CC1 | -3.3% | 12.4
COc1ccc(NC(=O)COC(=O)/C=C/c2ccccc2[N+](=O)[O-])cc1OC | 2.2% | 1.4
CN(c1cccc(NS(=O)(=O)c2cccs2)c1)S(C)(=O)=O | i | -17.9
CCOC(=O)C(C)Oc1ccc(NC(=O)C(Cl)Cl)cc1 (centres undefined) | ? | .
COc1ccc(OC)c(/C=C/C(=O)NC2=NCCS2)c1 | 18.9%[9.22 µM] | -2.8
Cc1c(C(=O)N2CCCC2)c(S(=O)(=O)Nc2cccc(Br)c2)c(C)n1C | i | -3.5
CC(C)OC(=O)CC1C(=O)NCCN1C(=O)COc1ccc(C(C)(C)C)cc1 (centres undefined) | 16.7% | 14.3
COc1cc(C2NC(=O)NC(C)=C2C(=O)OCc2ccc(C)cc2)cc(OC)c1O (centres undefined) | ? | .
CCOC(=O)c1cnc(-n2[nH]c(C)c(Cc3ccccc3)c2=O)[nH]c1=O | ? | .
CC(=O)c1c(C)[nH]c(C(=O)OCC(=O)c2ccc(C)s2)c1C | ? | .
CN(CC(=O)Nc1ccc(F)cc1)C(=O)COC(=O)c1cc(S(=O)(=O)N(C)C)ccc1N1CCCC1 | i | .
CC1(C)Cc2cccc(OCC(=O)NCc3ccccc3)c2O1 | ? | .
COC(=O)c1nn(-c2ccc(OC)cc2)c(=O)cc1Sc1ccc(C)cc1 | ? | .
COc1ccc(OC)c(NC(=O)CSc2nnc(Cc3cccn3C)n2CCc2ccccc2)c1 | ? | .
CC(C)(C)OC(=O)NCc1ccc(CNC(=O)c2nc[nH]c2C(=O)N2CCc3ccccc3C2)cc1 | ? | .
CC12C=CC3(CN(Cc4ccccc4)C(=O)C3C1C(=O)NC1CC1)O2 (centres undefined) | 10.7% | 1.4
New compounds follow
SMILES | S3 lipid droplet | S3 lipid droplet cell count max
O=C(Nc1cccc(S(=O)(=O)N2CCOCC2)c1)c1ccc(N2CCOCC2)c([N+](=O)[O-])c1 | -15.4% | -1.7
O=C(Oc1ccc(C(=S)N2CCOCC2)cc1)c1ccccc1[N+](=O)[O-] | i | 5.4
Cn1c(=O)[nH]c(=O)c2c1nc(SCC(=O)O)n2CCCc1ccccc1 | 11.1% | 11.9
CC1Cc2nc(SCC(=O)NCC3CCCO3)n(Cc3ccccc3)c(=O)c2S1 (centres undefined) | 5.3% | -7.9
Cc1ccc(-c2c[n+](CC(=O)Nc3ccc(C)cc3C)c3n2CCC3)cc1 | ? | .
N#CCCN(C(=O)COC(=O)c1ccc(S(=O)(=O)Nc2ccccc2)cc1)c1ccccc1 | ? | .
O=C1Nc2c(Br)cc(Br)cc2C1(O)N1CCOCC1 (centres undefined) | -7.8% | -10.9
Cc1c(C(=O)Nc2ccc3c(c2)OCO3)sc2ncn(CC(=O)N3CC(C)CC(C)C3)c(=O)c12 (centres undefined) | -0.3% | 0.7
O=C(CSc1nc2ccccc2s1)Nc1ncccn1 | 22.5% | -5.4
O=c1cc(O)c2sc3nc(C(F)(F)F)c4c(c3c2[nH]1)CCCCC4 | 1.1% | 6.7
Cc1ccc(C2(C)NC(=O)N(CC(=O)Nc3cc(S(=O)(=O)N(C)C)ccc3C)C2=O)cc1 (centres undefined) | -14.4% | 21.2
O=C(Nc1ccc(F)cc1)C1CCN(S(=O)(=O)c2cccc3nonc23)CC1 | ? | .
CCOc1ccccc1N1CCN(CC(=O)N(CC(C)C)c2c(N)n(CC(C)C)c(=O)[nH]c2=O)CC1 | ? | .
CCOc1ccc(Nc2nc(-c3cccnc3)cs2)cc1 | ? | .
Cc1ccc(NC(=O)C(=O)NC(C)C2COc3ccccc3O2)cc1 (centres undefined) | -7.2% | -15.1
Cc1ccc(S(=O)(=O)N2CCC(C(=O)OC(C)C(=O)N(C)c3ccccc3)CC2)cc1C (centres undefined) | ? | .
CCN(c1ccccc1)S(=O)(=O)c1ccc2c(c1)C(C)(C)C(=O)N2C | ? | .
Cc1ccc2c(c1)N(CC(=O)N(Cc1ccc3c(c1)OCO3)CC1CCCO1)C(=O)C(C)O2 (centres undefined) | ? | .
COc1cc(NC(=O)CCCSc2nc(-c3ccco3)cc(C(F)(F)F)n2)cc(OC)c1OC | -3.2% | -7.1
CCc1ccc(/C(C)=N/NC(=O)c2ccc(-n3cnnn3)cc2)cc1 | -14.7% | -14.0
CN1CCC(NC(=O)c2cccs2)CC1 | ? | .
CC1CC(C)CN(S(=O)(=O)c2ccc(F)c(C(=O)Nc3ccc(Cl)cc3F)c2)C1 (centres undefined) | ? | .
Nc1nc2nccc(-c3ccccn3)n2n1 | ? | .
O=C(Nc1ncccc1O)c1ccc(OCC2CCCO2)cc1 (centres undefined) | -12.7% | -5.9
O=C1CN(C(=O)CNC(=O)c2ccc(Cl)cc2Cl)CCN1 | i | 19.0

Not a retest: 26 of the compounds above.
SMILES | S3 lipid droplet | S3 lipid droplet cell count max
CC12C=CC3(CN(Cc4ccccc4)C(=O)C3C1C(=O)NC1CC1)O2 (centres undefined) | 10.7% | 1.4
O=C(Nc1cccc(S(=O)(=O)N2CCOCC2)c1)c1ccc(N2CCOCC2)c([N+](=O)[O-])c1 | -15.4% | -1.7
O=C(Oc1ccc(C(=S)N2CCOCC2)cc1)c1ccccc1[N+](=O)[O-] | i | 5.4
Cn1c(=O)[nH]c(=O)c2c1nc(SCC(=O)O)n2CCCc1ccccc1 | 11.1% | 11.9
CC1Cc2nc(SCC(=O)NCC3CCCO3)n(Cc3ccccc3)c(=O)c2S1 (centres undefined) | 5.3% | -7.9
Cc1ccc(-c2c[n+](CC(=O)Nc3ccc(C)cc3C)c3n2CCC3)cc1 | ? | .
N#CCCN(C(=O)COC(=O)c1ccc(S(=O)(=O)Nc2ccccc2)cc1)c1ccccc1 | ? | .
O=C1Nc2c(Br)cc(Br)cc2C1(O)N1CCOCC1 (centres undefined) | -7.8% | -10.9
Cc1c(C(=O)Nc2ccc3c(c2)OCO3)sc2ncn(CC(=O)N3CC(C)CC(C)C3)c(=O)c12 (centres undefined) | -0.3% | 0.7
O=C(CSc1nc2ccccc2s1)Nc1ncccn1 | 22.5% | -5.4
O=c1cc(O)c2sc3nc(C(F)(F)F)c4c(c3c2[nH]1)CCCCC4 | 1.1% | 6.7
Cc1ccc(C2(C)NC(=O)N(CC(=O)Nc3cc(S(=O)(=O)N(C)C)ccc3C)C2=O)cc1 (centres undefined) | -14.4% | 21.2
O=C(Nc1ccc(F)cc1)C1CCN(S(=O)(=O)c2cccc3nonc23)CC1 | ? | .
CCOc1ccccc1N1CCN(CC(=O)N(CC(C)C)c2c(N)n(CC(C)C)c(=O)[nH]c2=O)CC1 | ? | .
CCOc1ccc(Nc2nc(-c3cccnc3)cs2)cc1 | ? | .
Cc1ccc(NC(=O)C(=O)NC(C)C2COc3ccccc3O2)cc1 (centres undefined) | -7.2% | -15.1
Cc1ccc(S(=O)(=O)N2CCC(C(=O)OC(C)C(=O)N(C)c3ccccc3)CC2)cc1C (centres undefined) | ? | .
CCN(c1ccccc1)S(=O)(=O)c1ccc2c(c1)C(C)(C)C(=O)N2C | ? | .
Cc1ccc2c(c1)N(CC(=O)N(Cc1ccc3c(c1)OCO3)CC1CCCO1)C(=O)C(C)O2 (centres undefined) | ? | .
COc1cc(NC(=O)CCCSc2nc(-c3ccco3)cc(C(F)(F)F)n2)cc(OC)c1OC | -3.2% | -7.1
CCc1ccc(/C(C)=N/NC(=O)c2ccc(-n3cnnn3)cc2)cc1 | -14.7% | -14.0
CN1CCC(NC(=O)c2cccs2)CC1 | ? | .
CC1CC(C)CN(S(=O)(=O)c2ccc(F)c(C(=O)Nc3ccc(Cl)cc3F)c2)C1 (centres undefined) | ? | .
Nc1nc2nccc(-c3ccccn3)n2n1 | ? | .
O=C(Nc1ncccc1O)c1ccc(OCC2CCCO2)cc1 (centres undefined) | -12.7% | -5.9
O=C1CN(C(=O)CNC(=O)c2ccc(Cl)cc2Cl)CCN1 | i | 19.0

(next part)
SMILES | S3 lipid droplet | S3 lipid droplet cell count max
Cc1cccc2cc(C(c3nnnn3Cc3ccccc3)N3CCCc4ccccc43)c(=O)[nH]c12 (centres undefined) | ? | .
Cc1occc1C(=O)Nc1cc(C(C)(C)C)on1 | ? | .
Cc1c(C(=O)NCCCN2CCOCC2)oc2ccc(S(=O)(=O)N3CCOCC3)cc12 | 10.0% | 20.6
COc1nc(-c2ccccc2)cc(C(F)(F)F)n1 | -0.3% | -9.4
Cc1noc(/C=C/c2cccs2)c1S(=O)(=O)N1CCC(C(=O)NCCCN2CCCC(C)C2)CC1 (centres undefined) | ? | .
O=C(Nc1ccc(CN2CCOCC2)cc1)c1ccc(Br)o1 | ? | .
CCCCC(C(=O)NC(C)c1ccccc1)C(=O)NC(C)c1ccccc1 (centres undefined) | ? | .
COc1ccc(-n2c(C)cc(C(=O)NC3CCCCC3)c2C)cc1 | -14.2% | -26.1
Cn1c(-c2ccc3c(c2)OCO3)cnc1NCc1ccc(Cl)cc1 | i | 2.2
Cc1c(Cl)cccc1-n1c(SCC(=O)N2CCC(C(=O)O)CC2)nnc1-c1ccncc1 | ? | .
O=C1c2ccccc2C(=O)N1CCc1csc(-c2ccccc2)n1 | ? | .
Cc1nn(Cc2c(Cl)cccc2Cl)c(C)c1NC(=O)c1cnn2c(C(F)F)cc(-c3ccccc3)nc12 | ? | .
CC(=O)NCCNC(=O)c1ccc(CSc2ccc(Cl)cc2)cc1 | 19.3% | 15.5

High-throughput results from PubChem BioAssay.
